# TEAD-YAP block – TEAD-YAP interaction inhibition, primary screen, TEAD-YAP interaction inhibitor project, luminescence, HEK-TIYL cells; TEAD-Gal4/YAP UAS-luciferase luminescence; 1.4% of 640,000 active; inhibition, % at 9.12 µM; in the data active = inhibition above about 32%;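 also: 0% = median of test compound wells and 100% = reference inhibitor wells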
# FBW7 activator – FBW7 E3 ligase activators, primary screen, biochemical, AlphaScreen, human | F-box/WD repeat-containing protein 7 (Homo sapiens), Q969H0 | AlphaScreen FBW7–phospho-cyclin E peptide binding, activator screen | normalized activity (activation), % at 26.1 µM | 0.13% of 650,000 active; in the data active = normalized activity above about 1.9%;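 also: purified mutant Fbw7 with reduced substrate affinity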
# GPR151 activ – activators of human GPR151, primary screen, cell-based, PathHunter beta-arrestin, luminescence; 1% of 650,000 active; PathHunter beta-arrestin GPR151 cells; activation, % at 11.2 µM; G-protein coupled receptor 151 (Homo sapiens), Q8TDV0; in the data active = activation above about 4.9%;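 also: 0% = median of compound wells and 100% = cells with positive control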
# Target sequence (Q8TDV0 whole entry, looked up): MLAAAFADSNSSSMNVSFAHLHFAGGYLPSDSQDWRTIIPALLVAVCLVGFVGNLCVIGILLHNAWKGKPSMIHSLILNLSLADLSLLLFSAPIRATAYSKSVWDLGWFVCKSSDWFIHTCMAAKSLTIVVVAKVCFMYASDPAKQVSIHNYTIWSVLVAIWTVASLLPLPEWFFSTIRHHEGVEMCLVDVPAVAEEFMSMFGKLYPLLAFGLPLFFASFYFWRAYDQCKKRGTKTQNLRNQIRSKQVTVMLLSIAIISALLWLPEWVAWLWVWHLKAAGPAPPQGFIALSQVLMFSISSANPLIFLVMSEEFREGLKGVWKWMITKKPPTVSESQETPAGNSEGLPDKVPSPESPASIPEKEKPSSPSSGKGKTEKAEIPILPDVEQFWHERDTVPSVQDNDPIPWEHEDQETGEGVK
# MITF primary – MITF inhibitors, primary screen, biochemical, AlphaScreen, human; Microphthalmia-associated transcription factor (Homo sapiens), O75030; AlphaScreen MITF homodimerization, bead proximity signal; inhibition, % at 2.6 µM; 0.91% of 650,000 active; in the data active = inhibition above about 50%;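 also: 0% = vehicle wells with protein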
# Target sequence (O75030 whole entry, looked up): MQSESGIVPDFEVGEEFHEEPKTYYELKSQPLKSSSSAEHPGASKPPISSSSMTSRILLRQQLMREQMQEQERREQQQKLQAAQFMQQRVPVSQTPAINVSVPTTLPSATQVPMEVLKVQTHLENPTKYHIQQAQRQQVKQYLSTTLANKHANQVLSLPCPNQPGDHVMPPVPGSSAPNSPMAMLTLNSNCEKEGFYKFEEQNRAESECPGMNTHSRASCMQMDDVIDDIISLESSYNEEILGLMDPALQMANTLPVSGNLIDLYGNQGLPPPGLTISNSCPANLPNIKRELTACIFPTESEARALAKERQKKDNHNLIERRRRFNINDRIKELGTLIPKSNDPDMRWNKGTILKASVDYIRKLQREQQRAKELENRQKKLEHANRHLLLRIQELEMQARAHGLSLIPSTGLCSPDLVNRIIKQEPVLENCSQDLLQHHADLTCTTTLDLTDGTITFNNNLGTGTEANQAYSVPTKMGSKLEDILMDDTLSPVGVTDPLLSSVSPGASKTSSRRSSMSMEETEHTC
# * hit, by the source's call; & = joins results of further samples.
SMILES,TEAD-YAP block,FBW7 activator,GPR151 activ,MITF primary
CCC(C)(CC(=O)O)CC(=O)N1CCC2(CC1)NCCc1c2[nH]c2ccc(OC)cc12 (stereo unspecified),0,-0.3,1.6,-13
COc1cc(-c2ccc(SC3CCCC3)nn2)cc(OC)c1OC,3,-0.1,-0.7,3
COC(=O)C1C(O)=C(C=Nc2cccc3ccccc23)C(=O)CC1(C)C (stereo unspecified),0,0.0,-1.0,-2
Cc1nn(-c2ccccc2)c(=S)n1-c1ccccc1,11,0.1,2.2,9
Cc1cccc(/C=C2\N=C(c3ccc4c(c3)OCO4)OC2=O)c1,-2,-0.1,0.8,-2
O=C1CCC(=O)N1CN1CCCc2ccccc21,-1,0.0,-2.4,-22
N#Cc1ccc(Oc2ccc(-c3ccccc3)cc2)cc1,3,0.0,0.4,-16
O=C(CCc1ccccc1)Nc1ccnn1C1CCN(C(=O)C2CCCC2)CC1,-3,0.1,2.6,5
COc1cccc(C(=O)N2CCN(c3nc(C)nc4sc5c(c34)CCCC5)CC2)c1,8,0.0,0.1,6
COc1cc2oc(=O)c(CC(=O)NCc3ccccc3)c(C)c2cc1OC,49*,0.3,-1.2,20
O=C(Nc1nnc(SCCN2CCOCC2)s1)C12CC3CC(CC(C3)C1)C2,14,-0.1,-0.4,1
CC1CCN(C(=O)CN2C(=O)N3CCN=C3c3ccccc32)CC1,-5,-0.2,-0.5,-4
CC(C)N1C(=O)/C(=C/c2c(NCc3ccccc3)nc3ccccn3c2=O)SC1=S,-11,0.4,1.1,19
O=C(Nc1nccs1)C1CC(=O)N(c2cccc(Cl)c2)C1 (stereo unspecified),13,0.4,-1.0,2
O=C(CCc1nnc(-c2ccsc2)o1)NCCCn1nnc2ccccc21,-7,-0.1,-1.0,-1
CC(C)CCNC(=O)c1cc(S(=O)(=O)N2CC(C)CC(C)C2)ccc1Sc1ccc(F)cc1 (stereo unspecified),0,-0.1,0.4,10
Cc1cc(NCc2ccccc2)nc(N2CCOCC2)n1,-1&-7,0.1&0.0,0.4&-0.9,-8&-6
COc1cc(C=Nc2ccc(C)c(O)c2)cc(OC)c1OC,-16,0.0,-0.5,-2
COc1cc(CN2CCCC(CNC(=O)c3cccnc3)C2)cc2c1OCO2 (stereo unspecified),-5,-0.1,1.5,-5
O=C(C1CC1)N(CCN(Cc1ccccc1)C(=O)C1CC1)Cc1ccccc1,-14,0.0,-1.2,12
COc1ccc(S(N)(=O)=O)cc1C(=O)NCC(C)(C)N1CCCCC1,-11,-0.1,0.4,-8
Cc1cc(Cl)ccc1OC(C)C(=O)N1c2ccc(F)cc2CCC1C (stereo unspecified),-1,0.2,-0.4,11
COc1ccc(NC(=O)CN2N=NC3C(=O)N(c4ccc(F)cc4)C(=O)C32)cc1Cl (stereo unspecified),10,-0.2,0.5,2
COCc1cc(CN2CCC(C)CC2)c(O)c2ncccc12,65*,-1.2,-0.2,104*
Cc1ccc(CNC(=O)Cn2nc(-c3ccc(C)cc3)ccc2=O)cc1,7,0.1,0.7,5

# Quoted from the entries so far for reference:
SMILES,TEAD-YAP block,FBW7 activator,GPR151 activ,MITF primary
COc1cccc(C(=O)N2CCN(c3nc(C)nc4sc5c(c34)CCCC5)CC2)c1,8,0.0,0.1,6
COc1cc2oc(=O)c(CC(=O)NCc3ccccc3)c(C)c2cc1OC,49*,0.3,-1.2,20
O=C(Nc1nnc(SCCN2CCOCC2)s1)C12CC3CC(CC(C3)C1)C2,14,-0.1,-0.4,1
CC1CCN(C(=O)CN2C(=O)N3CCN=C3c3ccccc32)CC1,-5,-0.2,-0.5,-4
CC(C)N1C(=O)/C(=C/c2c(NCc3ccccc3)nc3ccccn3c2=O)SC1=S,-11,0.4,1.1,19

# (list continues)
SMILES,TEAD-YAP block,FBW7 activator,GPR151 activ,MITF primary
O=c1cc(-c2ccccc2)c2cc(Cl)c(O)cc2o1,7,0.0,-0.3,-3
COc1ccc(CC2(CCC(=O)N3CCc4sccc4C3)CCC(=O)N2)cc1 (stereo unspecified),-6,-0.1,0.5,7
Fc1ccc(F)c(CN2CCN(c3ncccn3)CC2)c1,3,0.0,-0.1,0
COc1ccc(CC2(CCC(=O)N[C@H](C)c3ccc(OC)cc3)CCC(=O)N2)cc1 (stereo partly specified),7,-0.1,5.1*,-4
COc1ccc(CCNc2nc(OC)nc(-c3ccc(N4CCOCC4)nc3)n2)cc1,-1,0.1,-1.1,8
Cc1ccccc1Nc1nc(CSc2nnnn2-c2ccccc2)cs1,7,-0.1,-0.8,21
COc1ccc(CNc2ccc(N3C(=O)CC(C)C3=O)cc2[N+](=O)[O-])cc1 (stereo unspecified),7,-0.2,0.0,8
CC(=O)c1ccc(Oc2ncnc3sccc23)c(CN2CCOCC2)c1,-16,0.2,-0.6,10
O=[N+]([O-])c1c(NCCCO)ccc2nsnc12,-1,0.0,4.3,2
O=C(COC(=O)c1ccc(N2C(=O)CCC2=O)cc1)c1cccc([N+](=O)[O-])c1,-3,0.0,-0.2,6
CCC(=O)N1N=C2c3ccc(OC)cc3CCC2C1c1ccccc1[N+](=O)[O-] (stereo unspecified),-2,0.1,-0.1,-19
COc1cc(NC(=O)c2ccc(N3CC4CC(C3)c3cccc(=O)n3C4)c(NC(=O)c3cccs3)c2)cc(OC)c1OC (stereo unspecified),5,0.1,1.3,17
COc1ccccc1C(=O)Oc1coc(CSc2nc(C)cs2)cc1=O,10,-0.1,7.5*,-13
Fc1ccccc1NC(=S)N1CCN(c2ccccn2)CC1,6,0.2,-0.5,-16
CC(C)c1nc2ccc(-c3cn[nH]c3)cc2c(=O)[nH]1,3,-0.1,-1.3,20
COc1ccc(NC(=O)CN2c3cccc4cccc(c34)S2(=O)=O)c([N+](=O)[O-])c1,-3,-0.3,-0.2,-2
O=C(Nc1ccc(Oc2ccccc2)cc1)c1ccc2nc(Nc3ccccn3)sc2c1,-1,0.2,-1.9,12
CCOC(=O)C1=C(C)N=c2s/c(=C\c3ccccc3OCc3ccc(Cl)cc3)c(=O)n2C1c1ccc(N(C)C)cc1 (stereo unspecified),6,-0.1,0.9,-1
N#Cc1ccc(/C=N/Nc2ccc3ccccc3n2)cc1,-62,0.1,2.2,-2
O=C(CN1N=C(c2ccc(Cl)cc2)CCC1=O)NCc1ccc(F)cc1Cl,-4,-0.1,-0.2,-2
COc1cccc(/C=C/C(=O)NNC(=O)COc2ccc(-c3ccccc3)cc2)c1OC,11,-0.2,-1.7,-4
COc1cc(C(=O)CSc2nccc(C)n2)cc(OC)c1OC,10,0.1,2.4,2
CCOc1ccc(NC(=O)CCSCCC(=O)Nc2ccc(OCC)cc2)cc1,-11,0.2,-2.2,33
CCCCCCC(=O)Nc1ccc(C(=O)N2CCCC2)cc1,5,-0.2,-0.8,7
Cc1ccccc1NC(=O)CCC(=O)N/N=C/c1c[nH]c2ccccc12,3,-0.1,0.9,6

# Some of the entries so far, bar-delimited:
Compound | TEAD-YAP block | FBW7 activator | GPR151 activ | MITF primary
COc1ccccc1C(=O)Oc1coc(CSc2nc(C)cs2)cc1=O | 10 | -0.1 | 7.5* | -13
Cc1ccccc1Nc1nc(CSc2nnnn2-c2ccccc2)cs1 | 7 | -0.1 | -0.8 | 21

# The listing picks up; the 2 compounds before the break are reprinted first.
SMILES,TEAD-YAP block,FBW7 activator,GPR151 activ,MITF primary
CCCCCCC(=O)Nc1ccc(C(=O)N2CCCC2)cc1,5,-0.2,-0.8,7
Cc1ccccc1NC(=O)CCC(=O)N/N=C/c1c[nH]c2ccccc12,3,-0.1,0.9,6
Cc1ccc(C(=O)N/C(=C/c2ccco2)C(=O)NC2CCS(=O)(=O)C2)cc1 (stereo unspecified),6,0.1,0.8,12
CCCN1C(=O)C2C(C(=O)Nc3ccc(F)c(Cl)c3)C3C=CC2(O3)C1C(=O)NC1CCCC(C)C1C (stereo unspecified),1,0.1,0.5,7
CC(=O)c1cccc(-c2ncc(C(=O)NCCOc3ccccc3)s2)c1,-4,0.0,-0.1,3
CNC(=O)CC1C(=O)N(c2cccc(C(F)(F)F)c2)C(=S)N1CCc1ccc(OC)c(OC)c1 (stereo unspecified),-9,-0.1,8.6*,1
CCN(C(=O)Cc1c(C(=O)O)n(C)c2ccccc12)c1cccc(C(F)(F)F)c1,1,0.0,-0.3,-4
Cc1cccc(-n2cnc3cc(C(=O)NCc4ccc(F)cc4)ccc32)c1,2,-0.2,0.8,-1
NC(=O)c1c(NC(=O)COc2cccc(C(F)(F)F)c2)sc2c1CCCC2,-6,0.1,0.5,15
CCOC(=O)Cc1nc2ccccc2nc1C,2,0.2,-0.2,-2
CC(C)COc1ccc(C(=O)OCCN2CCCCC2)cc1,-4,-0.2,-0.3,1
CC(C)n1c(Nc2cnccn2)nc2c(NCCOc3ccccc3)ncnc21,-7,-0.2,2.2,-8
Cc1ccc(C23CCC(=O)N2C(C(=O)NC2CC2)CS3)cc1 (stereo unspecified),9,-0.1,1.2,-1
CN1CCN(C(=O)c2ccc(-c3nc(NCCN4CCOCC4)c4ncn(-c5ccccc5)c4n3)cc2)CC1,15,-0.1,0.8,17
O=C(NNC1CC(=O)N(Cc2ccccc2)C1=O)c1ccc(F)cc1 (stereo unspecified),3,-0.1,-1.5,-6
COC(=O)c1ccc(NC(=O)COc2cc(C)c(Cl)c(C)c2)cc1,11,0.0,-0.1,10
CCOC(=O)c1ccc(NC(=O)COc2c(C)cc(C)cc2C)cc1,3,0.2,-0.6,7
NC(=O)Cc1nnc(SCc2ccccc2)c2ccccc12,-3,0.0,2.5,-6
COc1ccc(S(=O)(=O)N(Cc2ccncc2)Cc2ccc(C(=O)NO)cc2)cc1,-6,-0.2,0.9,-6
Cc1nnc(NC(=O)c2cccc(C)c2[N+](=O)[O-])s1,1,1.0,3.7,3
Cc1ccc(NC(=O)CN2N=NC3C(=O)N(c4cccc(Cl)c4)C(=O)C32)c(Cl)c1 (stereo unspecified),9,0.3,-0.7,-4
CC(C)(CO)CNC(=O)CC1C(=O)NCCN1Cc1ccccc1C(F)(F)F (stereo unspecified),3,-0.1,-1.4,-5
CC(c1ccccc1)C1Nc2ccccc2C(=O)N1c1ccccc1 (stereo unspecified),-2,-0.1,0.1,-5
C[C@@H]1CN(C(=O)c2nc3sccn3c2CNCCSc2nccn2C)C[C@H](C)O1,5,0.1,-0.7,8
Cc1ccc(C(=O)NCCc2c[nH]c3ccccc23)s1,-60,-0.2,0.4,3
CC(=O)Nc1ccc2c(=O)cc(-c3ccc(C(C)(C)C)cc3)oc2c1,-7,-0.1,2.2,-5
Nc1nc(Cl)nc2c1ncn2-c1ccsc1,-32,0.0,2.6,-6
# (further entries)
SMILES,TEAD-YAP block,FBW7 activator,GPR151 activ,MITF primary
COc1ccc(NC(=O)c2cnc(SC)nc2C)cc1Cl,-1,0.1,-0.4,-4
COc1ccc(/C=C(\C#N)c2nnc3n2CCCCC3)cc1,-10,0.2,1.3,8
O=C(Nc1nnc(-c2ccccc2)o1)C1CCCCC1,-8,0.0,0.3,-17
COc1ccc(CN(C)CCc2ccccn2)c(OC)c1OC,0,0.0,0.8,58*
NNC(=O)CCc1c[nH]c2ccccc12,7,0.0,1.7,11
CC(C)c1cc(C(=O)NCc2ccc(Cl)cc2)no1,-28,0.0,0.0,-10
Cc1ccc2c(c1)/C(=C/c1ccc(Br)cc1)C(=O)N2,6,0.2,-0.5,13
Clc1ccc2nc(N3CCN(c4ccccc4)CC3)c3nncn3c2c1,-4,0.0,1.1,1
COc1cccc(/C=C2\C(=O)N(c3cccc(Cl)c3)N=C2C)c1,6,-0.8,2.8,2
COc1ccccc1OCCCn1cc(C=C2C(=O)N(C)C(=O)N(C)C2=O)c2ccccc21,-3,0.6,-1.2,20
CC(C)[C@@H](C(=O)O)N1Cc2ccccc2C1=O,7,0.7,-0.1,5
CCOC(=O)C1=C(C)NC2=C(C(=O)C(C(=O)OCC)C(c3ccccc3OC)C2)C1c1ccc2c(c1)OCO2 (stereo unspecified),1,0.1,0.6,-18
COc1ccc(N2CC(O)(c3ccc(OC)c(OC)c3)[N+]3=C2SCCC3)cc1 (stereo unspecified),12,-0.1,-1.1,-2
Cc1cccc(OCC(=O)Nc2ccc(-c3nc4cc(C)cc(C)c4o3)cc2)c1,1,0.1,1.3,3
CC(C)(C)NC(=O)c1cccc(NC(=O)CN2C(=O)c3ccccc3C2=O)c1,0,0.0,-0.2,0
O=c1[nH]c2nc(-c3ccc(O)cc3)cnc2n1CC1CC1,-9,-0.9,0.4,-5
N#Cc1nc(N2CCOCC2)nc(N2CCOCC2)n1,2,-0.2,-0.6,0
O=[N+]([O-])c1cc(CSc2nncs2)ccc1O,2,0.0,1.0,-1
CCc1ccc(NC(=O)C2Sc3nnc(C)n3NC2c2ccc(F)cc2)cc1 (stereo unspecified),5,0.0,0.1,-11
COc1ccc2oc(=O)cc(C)c2c1,1,-0.1,-1.7,-3
COc1ccc(OC)c(CN2CCN(Cc3cccc(F)c3)CC2)c1,-3,-0.1,0.2,75*
COc1ccccc1CNC(=O)CN(C)S(=O)(=O)c1ccc(Br)s1,5,0.0,-0.4,5
COc1c(O)cc2c(-c3ccccc3)cc(=O)oc2c1OC,-6,-0.1,1.6,-1
CC(O)CNC(CC(=O)Nc1ccc(Cl)c(Cl)c1)C(=O)O (stereo unspecified),1,0.0,-0.4,-7
